Mm-Cpn inhibitor – Inhibitors of TCP-1 ring complex (TRiC) of Methanococcus maripaludis (MmCpn): qHTS. purified Mm-Cpn ATPase, ADP Transcreener TR-FRET. Potency, µM (series often up to 76.9 µM), without a hit: top-dose activity, negative = inhibition, hits mostly inhibitors. hit rate 0.031% among 330,000. AID 504842, 2011; also: potency is read from the fitted curve at half-maximal effect; % is scaled to controls: 0 for no effect and ±100 for the full control effect; nearly all actives have a fitted effect of over 80% in size
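Purified archaeal Mm-CPN (25nM final) preincubated 10 min at 37degC with compound, then 10uM ATP for 30 min at 37degC; ADP measured by HTRF Transcreener TR-FRET; buffer 30 mM TRIS pH 7.4, 100mM KCl, 5mM MgCl2, 1mM DTT.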
Nrf2 activator – qHTS of Nrf2 Activators | AREc32 ARE-luciferase reporter (MCF7-derived line), luminescence, 24 h | Potency, µM (series often up to 46.1 µM), for the others: top-dose activation, most hits filed as activators | hit rate 0.31% among 410,000; also: potency is read from the fitted curve at half-maximal effect; % of control where 0% means no effect; nearly all actives have a fitted effect of over 65% in size
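Steps: seed AREc32_Fluc cells (1000/well, 5% FBS OPTI-MEM); incubate overnight at 37 deg C; add 23 nL compound; incubate 24 hr; add Steady-Glo; hold 30 min RT; read luminescence.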
Nrf2 inh – Nrf2 qHTS screen for inhibitors | Potency, µM (titrated, usually from 46 µM), without a hit: top-dose activity change, negative = inhibition, hits mostly inhibitors | hit rate 2.1% among 360,000 | A549 ARE-Fluc reporter, luciferase luminescence, 18-24 h; also: potency is read from the fitted curve at half-maximal effect; % is scaled to controls: 0 for no effect and ±100 for the full control effect; nearly all actives have a fitted effect of over 60% in size
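Reporter: ARE-Fluc in A549. Exposure: 18-24 h, 37 °C, 5% CO2, 5% FBS OPTI-MEM. Readouts: fluorescent cytotoxicity (CellTiter-Fluor), then luminescent Nrf2 signal after BugLite.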
A549 viability – Nrf2 qHTS screen for inhibitors: counterscreen for cytotoxicity; A549 ARE-Fluc cells, CellTiter-Fluor viability, 18-24 h; Potency, µM (highest dose often 46 µM), for the others: at the top dose activity change, negative = cytotoxicity, most hits filed as inhibitors; hit rate 0.16% among 390,000; AID 504648, 2011; also: potency is read from the fitted curve at half-maximal effect; % is scaled to controls: 0 for no effect and ±100 for the full control effect
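Cytotoxicity counterscreen: CellTiter-Fluor fluorescence was measured in A549 ARE_Fluc cells after 18-24 h of compound exposure in a concentration series. The subsequent BugLite luminescent read reports ARE-luciferase activity.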
Abeta rescue – qHTS for compounds that reverse cellular toxicity of Amyloid beta (A-beta) peptide in yeast: Primary Screen; Potency, µM (doses to about 46.1 µM), inactives show top-dose growth rescue, hits mostly activators; hit rate 0.063% among 410,000; yeast expressing A-beta42, growth rescue, OD600, 48 h; response scale: 0% DMSO, 100% iron-clioquinol control; also: potency is read from the fitted curve at half-maximal effect; nearly all actives have a fitted effect of over 55% in size
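Yeast A-beta toxicity model in growth medium with pinned compounds, 48 h at 30 C; growth read as absorbance at 600 nm. Normalized to FeCl3/clioquinol equimolar mix (positive) and DMSO (negative).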
TGFb inhibitor – qHTS for Inhibitors of TGF-b; HepG2 CAGA-GFP TGF-b/SMAD3 reporter, GFP fluorescence, 18 h; TGF-beta stimulated, 500 pg/mL final; Potency, µM (highest dose often 46.1 µM), inactives show at the highest dose activity, negative = inhibition, most hits filed as inhibitors; hit rate 1.2% among 410,000; AID 588855, 2011; also: potency is read from the fitted curve at half-maximal effect; % is scaled to controls: 0 for no effect and ±100 for the full control effect; nearly all actives have a fitted effect of over 65% in size
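GFP signal (ex488/em500-530) from TGF-beta-stimulated HEPG2 CAGA-GFP cells, 500 pg/mL final, 18 h at 37 degrees C in DMEM plus 1% FBS, normalized to unstimulated and DMSO-stimulated controls.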
HepG2 viability – qHTS for Inhibitors of TGF-b: Cytotox Counterscreen. hit rate 0.76% among 410,000. HepG2 CAGA-GFP viability, ATP luminescence, 18 h. Potency, µM (top dose mostly 46.1 µM), for the others: at the highest dose activity change, negative = cytotoxicity, usual class: cytotoxic; also: potency is read from the fitted curve at half-maximal effect; some results filed as inactive show a strong effect at the top dose
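HepG2 CAGA-GFP cells (1000/well, DMEM with 1% FBS) received compound, then TGF-beta at 500 pg/mL final, and were incubated 18 hours at 37 degrees C. Viability was read by CellTiter-Glo luminescence. Media-only wells were set as complete cell-killing and DMSO as no toxicity.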
CCT modulator – High-Throughput Screening for Modulators of Cytosolic Chaperonin Activity; purified chaperonin ATPase assay, HTRF ADP detection, 30 min; activity change, % (no concentration beside the values), hits read low; hit rate 0.3% among 360,000; AID 651819, 2012; in the data active = activity change below about -30%; also: % is scaled to controls: 0 for no effect and ±100 for the full control effect
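We incubate TRiC, 40 or 20 nM final, with library compounds at 76 uM and 10 uM ATP for 30 min at 37 °C. ADP formed is detected with Transcreener HTRF reagents after 30 min at room temperature.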
pAkt inh – HTS Assay for Inhibitors of Akt Phophorylation: Primary Screen; Neuro2A IGF-stimulated pAkt S473 HTRF, 20 min; active compounds read low; activity change, % for hits at 50 µM; hit rate 0.32% among 360,000; AID 651550, 2012; in the data active = activity change below about -80%; inconclusive = mostly about -51% to -80%; also: % is scaled to controls: 0 for no effect and ±100 for the full control effect
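Neuro2A cells (4,500/well, DMEM with 0.5% FBS) were treated with compound at a single 50 µM final concentration, stimulated with 6 nM IGF for 20 min at 37 °C, and lysed. Phospho-Akt Ser473 was read by HTRF as 665/615 ratio ×10^4.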
* = called active by the depositor; i = inactive; u = inconclusive; x = no result given; [ ] = remark or other dose. Unless noted, calls follow the shape of the dose curve; as a rule, active = well fitted curve in the direction sought with a large enough effect; inconclusive = small, poorly fitted or top-dose-only effect, or another doubt; inactive = no such curve, though single readings can be large; an effect the other way counts as inactive or inconclusive. Compounds were not picked by outcome; 4.3% or so of the library scored in one or more.

SMILES | Mm-Cpn inhibitor | Nrf2 activator | Nrf2 inh | A549 viability | Abeta rescue | TGFb inhibitor | HepG2 viability | CCT modulator | pAkt inh
O=c1ncccn1C1OC(CO)C(O)C1O (stereo not drawn) | x | -0.3% | x | x | -7.7% | 9.4% | 1.5% | 2.1 | i
FC(F)(F)c1cccc(Cc2noc(CN3CCSCC3)n2)c1 | 0.8% | -0.2% | -5.7% | 7.3% | -18.5% | 0.8% | -2.8% | 0.7 | i
O=C(CCN1C(=O)c2ccccc2C1=O)NCCN1CCOCC1 | 1.8% | -0.2% | 2.2% | -1.2% | 20.7% | 8.3% | 0.6% | -10.9 | i
O=C(c1ccccc1)n1c(=O)c(F)cn(COCCBr)c1=O | -1.3% | 0.0% | -9.4% | -5.7% | -8.5% | -0.7% | -16.8% | -0.1 | i
COc1cc(Cl)c(C)cc1NC(=O)C1CCN(c2nc3ccccc3n3cccc23)CC1 | x | 5.8% | 12.3% | -11.4% | 15.1% | x | -28.8% | x | x
Cc1oncc1C(=O)Nc1ccc2ccccc2c1 | -0.5% | 7.6% | u | 0.6% | 5.3% | 0.5% | 3.8% | -0.2 | i
CCOc1ccc(N2C(=O)CC(Sc3nc(C)cc(C)c3C#N)C2=O)cc1 (stereo not drawn) | 0.0% | 2.2% | -9.8% | 13.2% | -0.1% | 0.4% | -2.4% | -0.3 | i
CCN(CC(=O)Nc1c(F)cccc1F)C(=O)CC1CCCC1 | 0.7% | -0.5% | -3.6% | -3.9% | -8.1% | 6.6% | 7.7% | -0.1 | i
COc1ccc(C2(CNC(=O)/C=C/c3ccco3)CCCC2)cc1OC | -3.4% | u | 5.4% | -7.3% | 14.4% | -0.5% | -25.1% | 0.2 | i
COc1cc2c(cc1OC)CN(C(=O)CSc1nc(C)cc(C)c1C#N)CC2 | -1.5% | -0.1% | u | -7.0% | -10.7% | 29.8% | -8.2% | -3.5 | i
C=CCN1C(=O)c2ccc(C(=O)N(CC)CC(=O)Nc3cc(Cl)ccc3C)cc2C1=O | -1.9% | -0.5% | 21.3% | 0.1% | 23.3% | -2.9% | 17.1% | -1.8 | i
CCOc1ccccc1Nc1ccnc2cc(Cl)ccc12 | -3.1% | 4.9% | -13.5% | 1.3% | -28.8% | u | -15.2% | 1.8 | i
O=C(COc1cccc(C(F)(F)F)c1)Nc1ccc2[nH]ncc2c1 | 0.2% | -1.2% | u | 1.5% | -17.7% | 33.6% | -0.2% | -1.2 | i
Cc1sc2nc(CSCC(=O)Nc3ccc(N4CCOCC4)cc3)[nH]c(=O)c2c1C | -1.7% | -0.4% | -15.0% | -4.3% | 5.1% | 1.1% | -22.0% | -2.2 | i
COc1ccc(NC(=O)NNC(=O)COc2ccc(Cl)cc2C)cc1OC | -24.2% | 0.3% | u | u | 7.5% | 3.6% | -24.2% | -1.4 | i
CCc1ccc(C(=O)Nc2ccc3c(c2)n(C)c(=O)n3C)cc1 | -18.7% | u | -7.1% | 4.5% | 11.1% | 30.1% | -14.3% | 4.3 | i
COc1ccc(OCC(=O)NNC(=S)NC(=O)c2ccc(Br)o2)cc1 | 0.8% | -0.9% | -14.9% | 2.0% | 1.4% | 4.5% | -16.8% | -2.7 | i
O=C(COC(=O)c1cccnc1Nc1cccc(C(F)(F)F)c1)NCc1ccc2c(c1)OCO2 | 1.5% | 0.1% | u | -7.1% | 26.8% | 3.0% | 9.3% | -1.3 | i
COC(=O)CN(C#N)c1nc(C)cc(C)n1 | 0.3% | 1.6% | 4.5% | -8.0% | 10.6% | -3.9% | 3.1% | -3.2 | i
CCOC(=O)N1CCN(CC(=O)Nc2ccc(F)cc2)CC1 | 2.1% | 0.2% | u | 0.2% | 0.8% | 4.6% | 2.3% | -2.5 | i
Cc1cc(C(=O)CN2C(=O)NC3(CCCC3)C2=O)c(C)n1-c1ccc2c(c1)OCO2 | 1.2% | 3.7% | 11.7% | -14.2% | 15.2% | 7.6% | 1.0% | 0.8 | i
O=C(NC1CC(=O)N(c2cccc(F)c2)C1)C1CCCC1 (stereo not drawn) | x | -0.1% | x | -0.8% | 2.7% | 0.0% | 7.0% | x | x
OC1(C(F)(F)F)CC(O)(C(F)(F)F)n2nc(-c3ccccc3)cc2N1 (stereo not drawn) | 0.2% | 5.8% | 11.5% | -2.0% | 14.2% | 8.9% | -13.5% | -3.7 | i
COc1ccccc1CCNS(=O)(=O)c1cc2c3c(c1)C(C)C(=O)N3CCC2 (stereo not drawn) | -4.2% | 0.4% | u | 2.9% | -5.6% | 5.0% | -0.4% | 0.4 | i
COc1ccc(-n2c(Cc3cccn3C)nnc2SCC(=O)NCc2ccco2)cc1 | -1.2% | 1.0% | u | 10.5% | 25.0% | -1.0% | -4.9% | 2.0 | i
CC(=O)Nc1ccc(N2S(=O)(=O)c3ccccc3S2(=O)=O)cc1 | -1.6% | 11.7% | -15.4% | -1.2% | -8.4% | 5.0% | 10.5% | -0.6 | i
CCCCCC(=O)N1C[C@H](n2cc(C3CC3)nn2)[C@@H](O)C[C@@H]1c1ccccc1 | x | -0.9% | x | x | 6.2% | 3.6% | -2.0% | 0.6 | i
O=C(CSC(=S)N1CCOCC1)Nc1ncc2c(n1)CC(c1ccco1)CC2=O (stereo not drawn) | -0.5% | -0.8% | -19.0% | -6.0% | 5.0% | 11.3% | 4.6% | -2.5 | i
CNC(=O)c1nc[nH]c1C(=O)NC | x | 0.3% | 17.7% | 1.5% | 16.2% | 0.9% | -10.0% | -3.5 | i
CCOC(=O)CCP(=O)(O)C(C)(O)c1ccccc1 (stereo not drawn) | -0.4% | 0.7% | -0.2% | 3.5%[1.84 µM] | 3.7% | 4.9% | -3.6% | 0.5 | i
O=C(COc1ccc(Cl)cc1)NNC(=O)c1ccccn1 | -13.0% | 0.2% | u | -8.9% | u | -18.2% | -28.5% | 0.4 | i
Cc1ccccc1NC(=O)Cc1c[nH]c2ccccc12 | 1.4% | 5.3% | -24.3% | 0.0% | 4.7% | 12.3% | 1.0% | -2.9 | i
O=C(CC(=O)NC1CCCCC1)N/N=C/c1cccc2ccccc12 | 1.1% | 0.2% | -13.2% | -5.5% | 8.1% | -1.8% | -39.5% | 1.1 | i
CCCN(CC1CCCO1)C(=O)CCc1nnc(CCc2ccc(OC)cc2)o1 (stereo not drawn) | -5.6% | -0.4% | -14.7% | -1.1% | 13.5% | 0.7% | -5.0% | -2.3 | i
CCN(CC)c1cc(C)c2cc(NC(=O)c3cccc(OC)c3OC)ccc2n1 | x | -1.3% | 9.3%[9.27 µM] | -3.0% | -15.0% | u | -38.1% | x | x
O=C(Cc1c(F)cccc1Cl)Nc1ccncc1 | 4.2% | -0.1% | u | 11.4% | 18.5% | -16.5% | -23.0% | -2.3 | i

A different layout for some results above.
SMILES	Mm-Cpn inhibitor	Nrf2 activator	Nrf2 inh	A549 viability	Abeta rescue	TGFb inhibitor	HepG2 viability	CCT modulator	pAkt inh
CC(=O)Nc1ccc(N2S(=O)(=O)c3ccccc3S2(=O)=O)cc1	-1.6%	11.7%	-15.4%	-1.2%	-8.4%	5.0%	10.5%	-0.6	i
CCCCCC(=O)N1C[C@H](n2cc(C3CC3)nn2)[C@@H](O)C[C@@H]1c1ccccc1	x	-0.9%	x	x	6.2%	3.6%	-2.0%	0.6	i
O=C(CSC(=S)N1CCOCC1)Nc1ncc2c(n1)CC(c1ccco1)CC2=O (stereo not drawn)	-0.5%	-0.8%	-19.0%	-6.0%	5.0%	11.3%	4.6%	-2.5	i
CNC(=O)c1nc[nH]c1C(=O)NC	x	0.3%	17.7%	1.5%	16.2%	0.9%	-10.0%	-3.5	i
CCOC(=O)CCP(=O)(O)C(C)(O)c1ccccc1 (stereo not drawn)	-0.4%	0.7%	-0.2%	3.5%[1.84 µM]	3.7%	4.9%	-3.6%	0.5	i

(continued)
SMILES | Mm-Cpn inhibitor | Nrf2 activator | Nrf2 inh | A549 viability | Abeta rescue | TGFb inhibitor | HepG2 viability | CCT modulator | pAkt inh
CCC(=O)Nc1c(-c2ccccc2Cl)c(=O)c2ccccc2n1C | 0.4% | 0.4% | 5.0% | 0.6% | -7.9% | -0.7% | -16.7% | -4.6 | i
Cc1ccc2c(c1)c1c3n2CCN(C(=O)CN2CCN(C)CC2)C3CCC1 (stereo not drawn) | -3.1% | 2.5% | 8.9% | u | -7.1% | u | -93.4% | -2.1 | i
c1ccc(COC(CN2CCCCCC2)CN2CCCCCC2)cc1 | -1.8% | 0.7% | -23.5% | u | -9.4% | 1.7% | -25.6% | -1.5 | i
COc1ccc(S(=O)(=O)n2ccnc2)cc1C(C)(C)C | x | -0.6% | 2.2% | 1.6% | -13.7% | -21.8% | -17.1% | x | x
COc1ccc(C)cc1NC(=S)N1CCN(c2ncccn2)CC1 | -1.8% | -0.7% | -7.3% | 7.4% | -7.3% | 16.1% | 57.7% | -4.3 | i
CN(C)c1ccc(NC(=O)CCN2CCN(c3ccccn3)CC2)cc1 | -1.3% | -0.3% | -20.5% | -0.2% | -12.4% | 11.0% | -15.9% | -1.9 | i
CC(=O)N(CCN1CCOCC1)Cc1cc2cc3c(cc2nc1Cl)OCO3 | -0.1% | -0.8% | -20.1% | -13.1% | 3.0% | 4.7% | -18.0% | -2.3 | i

Compound activity from PubChem.
